Source: PubChem (National Center for Advancing Translational Sciences (NCATS))
TCR activator: Activators of T cell receptors: qHTS campaign | primary human leukocytes, anti-CD3, IL-2 HTRF, 48 h | Potency, µM (series often up to 9.22 µM), for the others: at the highest dose activation of IL-2 secretion, usual class: activators | 330,000 tested, under 10 active | AID 504894, 2011; further: % of control where 0% means no effect
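HTRF read-out of IL-2 secretion: europium cryptate donor excited at 320nm, d2 acceptor emission at 665nm. Cells were primary human leukocytes incubated 48 hr with compounds and a-CD3 beads, supplying TCR signal only.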
Tb PFK block: qHTS Assay to Find Inhibitors of T. brucei phosphofructokinase | ATP-dependent 6-phosphofructokinase (Trypanosoma brucei brucei), O15648 | T. brucei PFK, ADP-Glo luminescence | Potency, µM (highest dose often 57.5 µM), without a hit: top-dose activity, negative = inhibition, actives largely listed as inhibitors | 0.17% of 330,000 active;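 further: potency means the concentration at half of the fitted maximal effect; 0% = uninhibited 1x PFK enzyme wells and -100% = no-enzyme wells; nearly all actives have a fitted effect of over 60% in size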
Target sequence (O15648 whole entry, looked up): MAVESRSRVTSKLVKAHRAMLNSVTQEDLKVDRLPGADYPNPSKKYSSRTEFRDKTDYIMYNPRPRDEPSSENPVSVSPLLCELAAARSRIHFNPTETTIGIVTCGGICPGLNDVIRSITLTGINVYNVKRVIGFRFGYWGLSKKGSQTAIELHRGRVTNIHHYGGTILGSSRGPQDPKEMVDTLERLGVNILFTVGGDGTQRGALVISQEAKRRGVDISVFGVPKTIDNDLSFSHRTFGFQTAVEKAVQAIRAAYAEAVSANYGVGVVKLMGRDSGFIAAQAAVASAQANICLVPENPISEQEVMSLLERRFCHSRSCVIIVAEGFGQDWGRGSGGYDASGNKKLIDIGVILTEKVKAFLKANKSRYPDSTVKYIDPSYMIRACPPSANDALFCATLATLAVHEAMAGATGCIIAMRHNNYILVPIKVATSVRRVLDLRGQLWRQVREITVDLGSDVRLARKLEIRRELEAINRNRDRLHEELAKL
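PFK 1.25 nM, F6P 0.5 mM, ATP 0.1 mM, 0.1 M TEA pH 8.0, 5 mM MgCl2, 0.01% Tween20, 0.1% BSA; 45 min RT. ADP-Glo readout. qHTS titration up to 57 uM; curves fitted, compounds curve-classed.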
AT treatment: qHTS Assay for Identifying a Potential Treatment of Ataxia-Telangiectasia; […] A-T fibroblasts, KAP-1 phosphorylation AlphaLISA; neocarzinostatin DNA damage 30 min before lysis; Potency, µM (titrated, usually from 57.5 µM), for inactives: top-dose activation, usual class: activators; 0.19% of 320,000 active; AID 485349, 2010; further: potency means the concentration at half of the fitted maximal effect; % of control where 0% means no effect; nearly all actives have a fitted effect of over 45% in size
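ATM-like activity read as KAP-1 phosphorylation via AlphaLISA donor/acceptor antibody pairs after lysis and 6 hr at 25C. Cells were ATM-null patient fibroblasts ([…], hTERT), dosed 60 min, then exposed to the DSB inducer NCS for 30 min.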
KCNH2 WT inh: qHTS for Inhibitors of KCHN2 3.1: Wildtype qHTS; U2OS, BacMam KCNH2, thallium flux FluxOr; stronger effect = lower value; Voltage-gated inwardly rectifying potassium channel KCNH2 (Homo sapiens), Q12809; 0.37% of 340,000 active; activity change, % at 1.84 µM; AID 720551, 2013;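 active means maximum activity change below -70%; inconclusive means maximum activity change between -70% and -50%; inactive means maximum activity change above -50%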; further: on the % scale 0 is the no-effect control and ±100 the full control effect
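U2OS cells transduced with wild-type KCNH2 virus are loaded with FluxOr dye for 45 min, and thallium flux is measured in kinetic reads before and after stimulation buffer. Rate constants are normalized to DMSO controls.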
Giardia killer: Small Molecules that selectively kill Giardia lamblia: qHTS | Giardia lamblia trophozoite viability | activity change, % at 7.66 µM, hits read low | 0.15% of 340,000 active | AID 540267, 2011; in the data active means activity change below about -80%; inconclusive means between about -30% and that limit;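 further: parasites exposed to compound for two days anaerobically before the ATP read; on the % scale 0 is the no-effect control and ±100 the full control effect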
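Trophozoites 100 cells/well + cpd; 48 hrs, 37 deg C, anaerobic. ATPLite 1-Step added, 15-30 min RT, luminescence read (ATP-based viability).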
GALK inh: qHTS Assay for Inhibitors of Human Galactokinase (GALK); P51570; Potency, µM (doses to about 57.5 µM), without a hit: at the top dose activity change, negative = inhibition, usual class: inhibitors; AID 1868, 2009; Purified GALK, Kinase-Glo residual ATP luminescence; 0.007% of 270,000 active; further: potency means the concentration at half of the fitted maximal effect; on the % scale 0 is the no-effect control and ±100 the full control effect
Target sequence (P51570 whole entry, looked up): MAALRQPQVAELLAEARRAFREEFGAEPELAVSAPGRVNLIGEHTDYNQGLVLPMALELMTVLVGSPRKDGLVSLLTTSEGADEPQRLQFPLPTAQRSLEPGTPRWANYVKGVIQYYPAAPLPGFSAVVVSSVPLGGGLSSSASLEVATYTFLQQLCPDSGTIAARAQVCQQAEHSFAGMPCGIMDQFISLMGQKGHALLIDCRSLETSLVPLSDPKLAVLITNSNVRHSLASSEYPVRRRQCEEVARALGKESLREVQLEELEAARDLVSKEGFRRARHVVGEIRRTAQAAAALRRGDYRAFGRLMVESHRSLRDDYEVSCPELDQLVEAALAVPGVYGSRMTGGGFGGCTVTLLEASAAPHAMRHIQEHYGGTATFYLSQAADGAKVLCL
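Galactose (100 uM) and ATP (35 uM) were turned over by 5 nM GALK for 1 h at RT. Kinase-Glo Plus then converted the remaining ATP into a luminescent signal.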
Coupling enz: qHTS Assay for Inhibitors of Fructose-1,6-bisphosphate Aldolase from Giardia Lamblia: Coupling assay counterscreen; coupling enzyme system counterscreen, AmpLite Red fluorescence; 0.67% of 290,000 active; activity change, negative = inhibition, % at 58.2 µM, hits read low; in the data active means activity change below about -30%; further: on the % scale 0 is the no-effect control and ±100 the full control effect
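First, compound is pin-transferred into glyceraldehyde-3-phosphate coupling-enzyme reagent at 57.5 uM final and held 10 min at RT. Next, substrate, coupling system and AmpLite Red are added. After 20 min RT, fluorescence (525/598 nm) is read.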
Chronic BCR inh: qHTS Assay to Find Inhibitors of Chronic Active B-Cell Receptor Signaling. ABC-DLBCL IkBa-CBG/CBR reporter, luminescence ratio, 4 h. Potency, µM (doses to about 46.1 µM), for the others: at the highest dose ratio change, negative = lower green/red ratio, actives largely listed as inhibitors. 0.05% of 340,000 active; active means well fitted inhibition curve with a large enough effect in the signal ratio, with a control signal flat, not every such curve was filed as active; inconclusive means small, poorly fitted or top-dose-only effect, or effect the other way, or a change in a side signal; the % refers to the signal ratio;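 further: potency means the concentration at half of the fitted maximal effect; plate controls were basal doxycycline-induced cells for no effect and cells given 10 µM MG132 for full effect; MG132 reads +100%, hits lower the ratio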
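Concentration-response series (up to 46 uM) were applied to TMD8 dual-reporter cells for 4 h at 37C with doxycycline. Green/red ratio, after filter-overlap correction, defined %Activity; red signal alone was normalised to basal cells and zero luminescence.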
MLL CXXC-DNA inh: qHTS Fluorescence Polarization Assay for Inhibitors of MLL CXXC domain - DNA interaction. Histone-lysine N-methyltransferase 2A (Homo sapiens), Q03164. 0.037% of 290,000 active. Potency, µM (top dose mostly 115 µM), for the others: at the top dose activity change, negative = inhibition, most hits filed as inhibitors. MLL-CXXC / FITC-HOXA9 DNA fluorescence polarization; active means well fitted inhibition curve with a large enough effect in the polarisation, with a control signal flat, not every such curve was filed as active; inconclusive means small, poorly fitted or top-dose-only effect, or effect the other way, or a change in a side signal; inactive means no such curve, though single readings can be large or run the other way; the % refers to the polarisation; further: potency means the concentration at half of the fitted maximal effect
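Steps: dispense CXXC domain solution (7 uM) → pin compounds or unlabeled HOX-A9 DNA control → 5 min ambient → add FLSN-HOX-A9 solution (50 nM) → spin → 30 min ambient → fluorescence polarization. Tris pH 7.5/NaCl/DTT/BSA buffer.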
TSHR antagonist: Antagonists of the Thyroid Stimulating Hormone Receptor: HTS campaign | TSHR-expressing cells, TSH-stimulated cAMP HTRF, 2 h; stronger effect = lower value | activity change, negative = inhibition, % at 11.5 µM | 0.2% of 330,000 active | AID 504810, 2011;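 active means activity change below a set negative limit, meaning inhibition stronger than a set level, cut at about -70% in these data; inconclusive means activity change between two set negative limits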; further: on the % scale 0 is the no-effect control and ±100 the full control effect
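Antagonism was scored as loss of TSH-driven cAMP in TSHR cells, stimulated with 4nM TSH (EC80) for 2 hours at 37 deg C and detected by homogeneous HTRF competition immunoassay.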
* = called active by the depositor; ? = inconclusive; . = no result given; & = joins results of further samples; [ ] = remark or other dose. Unless noted, the call rests on the fitted dose curve; in most records, active means well fitted curve in the direction sought with a large enough effect; inconclusive means small, poorly fitted or top-dose-only effect, or another doubt; inactive means no such curve, though single readings can be large; an effect the other way counts as inactive or inconclusive.

SMILES	TCR activator	Tb PFK block	AT treatment	KCNH2 WT inh	Giardia killer	GALK inh	Coupling enz	Chronic BCR inh	MLL CXXC-DNA inh	TSHR antagonist
CN(C)c1ccc(CNc2ccc3c(c2)ncn3C)cc1	3%	0%	-6%	-9	11	0%	-6	29%	?	0
CCN1C(=O)C(O)(CC(=O)c2cc(C)ccc2C)c2ccccc21 (stereo not given)	-43%	-3%	4%	3	-3	0%	-2	0%	-5%	11
O=C(NCc1ccccn1)C1CCN(S(=O)(=O)c2cccs2)CC1	-6%	-1%	1%	-3	17	0%	-2	-1%	-5%	7
Cc1sc2ccccc2[n+]1CC(=O)O	-2%	18%	1%	-4	-4	-1%	5	-5%	-10%	23
Cc1cc2oc(=O)cc(CN3CCc4ccccc43)c2cc1Cl	-7%	-1%	7%	-26	-24	0%	1	1%	-2%	-7
CCOc1ccc(S(=O)(=O)NCCN2CCOCC2)c2ccccc12	11%	-5%	0%	6	-10	3%	-9	0%	-6%	0
COc1ccc(Nc2cc(C(=O)NCc3ccccn3)c3ccccc3n2)c(OC)c1	.	-1%	-2%	.	.	-1%	1	?	-8%	-11
CC(C)(C)c1csc(NC(=O)Nc2ccccc2)n1	-2%	0%	2%	-1	4	0%	-3	6%	1%	-23
O=C(CN1CCCCCC1)Nc1ccc(Br)cc1	.	1%	0%	10	-6	0%	-1	?	0%	1
COC(=O)[C@@]1(Cc2ccc(F)cc2)[C@H]2c3cc(C(=O)N4CCCC4)n(Cc4ccc(C(F)(F)F)nc4)c3C[C@H]2CN1C(=O)c1ccccc1	-1%	2%	-6%	10	38[activator]	.	-5&1	-13%	0%	-6
Cc1ccccc1CC(=O)N1CCN(S(=O)(=O)c2ccc(Cl)s2)CC1	-2%	-1%	14%	0	-6	.	.	-3%	.	5
CN1CCN(S(=O)(=O)c2cccc(C(=O)Nc3cc(C(F)(F)F)ccc3N3CCCC3)c2)CC1	0%	0%	-12%	16	5	.	.	-3%	.	-5
Cc1ccc(C(=O)Nc2ncc(Cc3ccc(SC(F)F)cc3)s2)cc1	4%[46.1 µM]	-6%	-3%	3	2	-1%	0	?	11%	-28
CC1CCN(C(=O)CNC(=O)CNC(=O)Cc2ccccc2)CC1	4%	0%	9%	-8	6	-5%	.	4%	23%	-12
COc1ccc(-c2csc(-c3ccc(O)cc3)n2)cc1	3%	1%	?	6	7	0%	7	?	16%	35
O=C(OCCN1CCCCC1)c1ccc(O)cc1	-1%	-1%	-4%	4	11	0%	3	13%	3%	13
COc1c(O)ccc(/C=N\NC(=O)c2ccc3c(c2)OCO3)c1[N+](=O)[O-]	5%	-2%	0%	0	12	2%	0	?	-10%	30
CCOC(=O)N1CCN(C(=O)c2ccc3c(=O)n4c(nc3c2)CCCCC4)CC1	7%	5%	-1%	-7	-8	5%	2	-9%	-15%	16
CSCC[C@H](NS(=O)(=O)c1ccc(C)cc1)C(=O)N1CCC(C(=O)N[C@@H](Cc2ccccc2)C(=O)O)CC1	0%	-2%	-2%	-2	10	.	1	-8%	6%	0
CSc1ccc(S(=O)(=O)NCC(=O)OCC(=O)NCC2CCCO2)cc1[N+](=O)[O-] (stereo not given)	-4%	0%	-5%	-11	-9	.	.	-3%	.	-5
Cc1ccccc1C(=O)Nc1ccc(Br)cn1	-4%	-2%	13%	3	6	4%	-2	?	1%	-4
CCc1cccc(C)c1NS(=O)(=O)c1c(C)nc2sccn2c1=O	-1%	-2%	9%	7	-26	.	-1	-21%	-2%	-3
COc1ccc(C(=O)NCCCCCC(=O)O)cc1OC	2%	.	.	3	2	-2%	2	.	-3%	.
COc1ccc(S(=O)(=O)N2CCN(S(=O)(=O)c3ccc4c(c3)OCCO4)CC2)cc1C	-20%	-3%	2%	-1	-27&1	-3%	1	3%	-5%	1
Cc1[nH]c2ccccc2c1/C=C/c1nc2ccccc2c(=O)[nH]1	-2%	19%	2%	-10	-10	.	2	6%	19%	0
COc1ccc(N(CC(=O)NCc2ccco2)S(=O)(=O)c2ccccc2)cc1	-1%	1%	-2%	-2	-3	-3%	7	?	-2%	16
CCn1c(COc2ccccc2)nnc1SCC(=O)CC(=O)Nc1ccccc1OC	3%	3%	1%	2	-1	-1%	-9	?	-3%	-4
O=C(CC1C(=O)NCCN1C(=O)Nc1ccc(F)cc1)Nc1cc(Cl)ccc1Cl (stereo not given)	-6%	1%	12%	-8	6	2%	-2	-3%	1%	-4
Cc1ccc(NC(=O)CSCC(=O)OC(C)C(=O)Nc2ccccc2C)cc1 (stereo not given)	-123%	4%	2%	-22	1	.	.	-12%	.	-8
COc1ccc(/C=N/NC(=O)c2nc(-c3ccccc3)n(-c3ccccc3)n2)c(O)c1	3%[46.1 µM]	1%	-8%	-10	26	1%	8	-1%	16%	-5
COc1ccc(C(=O)OCC(=O)NC(=O)NC2CCCC2)cc1[N+](=O)[O-]	0%[46.1 µM]	2%	13%	-5	-4	.	.	-13%	.	-9
Cc1ccc(C(=O)N2CCN(c3ccccn3)CC2)cc1Cl	0%	2%	5%	-7	-11	0%	-2	3%	-11%	-1
O=C(O)COn1c(-c2ccc(Cl)cc2)nc2ccc(Cl)cc21	-1%	-2%	6%	-4	0	1%	-27	?	-3%	-9
CCCCn1c(SCC(=O)Nc2cc(C)[nH]n2)nc2ccsc2c1=O	0%	4%	-2%	-3	8	-1%	3	-2%	5%	2
Nc1cccc2cc(-c3ccccc3)oc12	-2%	1%	8%	8	-12	.	.	?	.	-12
COc1ccc(C2NC(=S)NC3=C2CCCC3=C2SCCS2)cc1 (stereo not given)	-2%	1%	3%	-2	2	9%	5	?	-3%	0
CCCC(C)C(=O)Nc1ccc(S(=O)(=O)N2CCCC2)cc1 (stereo not given)	.	0%	-1%	-2	-8	6%	0	-7%	1%	2
CCOc1cccc(C(=O)Nc2cccc(NC(=O)c3ccco3)c2)c1	2%	1%	-1%	-18	-13	-1%	-1	?	6%	-6
N#C/C(=C\c1cn(Cc2cccc(F)c2)c2ccccc12)C(=O)NCc1ccco1	4%[46.1 µM]	5%	-12%	-5	-6	1%	-1	?	10%	13
CC(=O)Nc1ccc(NC(=O)C(C)OC(=O)C2CC(=O)N(CCc3ccccc3)C2)cc1 (stereo not given)	1%	-1%	5%	-13	-10	.	.	?	.	-4
Cc1ccc(-c2nnc(SCC(=O)NCC3CCCO3)n2C)cc1 (stereo not given)	-1%	1%	1%	-6	-16	-3%	3	1%	3%	17
CCCc1nnc(SCC(=O)O)n1CC	0%	-2%	8%	2	10	-1%	0	?	6%	23
CCCCNC(=O)c1cn(-c2ccc(OCC)cc2)c(=O)c2cc(OC)c(OC)cc12	4%	-2%	.	-5	-5	1%	4	-13%	-16%	-10
Cc1ccc(S(=O)(=O)Oc2ccccc2N2C(=O)C3C4CCC(C4)C3C2=O)cc1 (stereo not given)	1%	2%	2%	-3	-1	-2%	3	14%	13%	3
CC1=C(C(N)=O)C(c2ccc(Cl)cc2)NC(=O)N1 (stereo not given)	0%	1%	12%	0	8	5%	3	3%	-1%	3
CC1CN(c2ccc(S(=O)(=O)N3CCOCC3)cn2)CC(C)O1 (stereo not given)	-1%	0%	1%	8	-9	1%	1	0%	-16%	4
Cc1cc(C)nc(NS(=O)(=O)c2ccc(N/C=C\C(=O)c3cccs3)cc2)n1	-3%	0%	-2%	2	-13	-2%	4	?	11%	-2
O=C1CCN(Cc2cccnc2)CCN1[C@H](CO)c1ccccc1	2%	-2%	7%	0	-7	.	-2	2%	1%	3
